Screening data as filed in PubChem BioAssay.
Yp Topo-I inh – blocks Yersinia pestis topoisomerase I activity | activity, % at 10 µM | AID 504884 | Y. pestis Topo-I cleavage product accumulation, plate reader | 360,000 tested, 0.064% active; in the data active = activity above about 50%, passing the limit was not always enough; inconclusive = no clear call, values can overlap the other calls; note: inactives centre near 2
FadD28 binding – blocks FadD28 binding to the bisubstrate probe | fluorescence polarization | inhibition, % at 12.5 µM | 360,000 tested, 0.22% active | AID 588549; in the data active = inhibition above about 8.5%, passing the limit was not always enough; inconclusive = no clear call, values can overlap the other calls
PrPC surface inh – reduces human prion protein on the cell surface; P04156; AID 720596; cell surface PrPC, TR-FRET read-out; 370,000 tested, 0.43% active; inhibition, % at 13.8 µM; in the data active = inhibition above about 24%; note: 0% = median of the test wells and 100% = reference compound wells
BoNT A protease – BoNT A light chain protease inhibition. multiplex microsphere protease substrate cleavage, flow cytometry. inhibition, % at 10 µM. 360,000 tested, 0.17% active. AID 588499; note: plate controls were buffer without enzyme for full effect and enzyme alone for no effect
CCHFV vOTU inh – blocks the CCHF virus ovarian tumor domain protease. AID 651958. CCHFV vOTU protease, Pep-AMC fluorescence. inhibition, % at 11.5 µM. 370,000 tested, 0.55% active; in the data active = inhibition above about 30%; note: 0% = vehicle wells with enzyme and 100% = no enzyme wells
BoNT F protease – blocks Botulinum neurotoxin F light chain protease; Multiplex microsphere protease cleavage assay, flow cytometry; inhibition, % at 10 µM; 360,000 tested, 0.22% active; AID 588497; in the data active = inhibition above about 35%, passing the limit was not always enough; inconclusive = no clear call, values can overlap the other calls; note: plate controls were buffer without enzyme for full effect and enzyme alone for no effect
PfHsp40 rescue – restores yeast growth despite PfHsp40 toxicity. growth rescue, % at 12.5 µM. S. cerevisiae expressing PfHsp40, growth rescue, ATP luminescence. 340,000 tested, 0.68% active; in the data active = growth rescue above about 28%, passing the limit was not always enough; inconclusive = no clear call, values can overlap the other calls;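 note: yeast W303a lacking pdr1 and pdr3 grown in galactose medium; growth measured after three days at 30 °C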
TcdB inh – TcdB glycohydrolase inhibition; 350,000 tested, 0.24% active; TcdB glycohydrolase enzymatic assay, plate reader; inhibition, % at 9.99 µM; in the data active = inhibition above about 10%
Anthrax LF inh2 – inhibitors of Bacillus anthracis lethal factor protease. P15917. multiplex microsphere protease cleavage assay, LF. inhibition, % at 10 µM. 360,000 tested, 0.12% active; note: plate controls were buffer without enzyme for full effect and enzyme alone for no effect
Target sequence (P15917 whole entry, looked up): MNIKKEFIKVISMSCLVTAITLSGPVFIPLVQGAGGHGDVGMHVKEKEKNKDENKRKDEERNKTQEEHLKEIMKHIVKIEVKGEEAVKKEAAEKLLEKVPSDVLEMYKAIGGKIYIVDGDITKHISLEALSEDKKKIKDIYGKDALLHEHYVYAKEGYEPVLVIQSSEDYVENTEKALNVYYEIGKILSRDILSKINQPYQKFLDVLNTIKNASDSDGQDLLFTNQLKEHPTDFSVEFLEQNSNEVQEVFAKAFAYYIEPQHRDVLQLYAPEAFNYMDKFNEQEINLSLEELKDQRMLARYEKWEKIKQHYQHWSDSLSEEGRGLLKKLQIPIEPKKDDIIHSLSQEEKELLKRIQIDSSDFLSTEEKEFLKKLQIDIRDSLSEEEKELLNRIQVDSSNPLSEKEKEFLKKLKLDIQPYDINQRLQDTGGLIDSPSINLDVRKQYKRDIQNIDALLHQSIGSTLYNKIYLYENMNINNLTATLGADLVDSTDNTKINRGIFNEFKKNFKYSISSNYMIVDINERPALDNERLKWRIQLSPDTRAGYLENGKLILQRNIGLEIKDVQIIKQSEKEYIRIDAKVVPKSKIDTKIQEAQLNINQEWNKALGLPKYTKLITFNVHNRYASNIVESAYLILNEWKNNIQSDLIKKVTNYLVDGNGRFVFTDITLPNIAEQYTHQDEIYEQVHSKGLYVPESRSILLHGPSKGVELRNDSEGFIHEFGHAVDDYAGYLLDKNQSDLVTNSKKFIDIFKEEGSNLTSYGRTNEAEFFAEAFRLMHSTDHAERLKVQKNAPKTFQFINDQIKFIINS
The depositor's hits bear a star; u = inconclusive; x = not tested or not shown. Cut-off read from the data, not from the text of the source, unless noted: active = inhibition above about 30%; inconclusive = no clear call, values can overlap the other calls; inactive = below that.

SMILES | Yp Topo-I inh | FadD28 binding | PrPC surface inh | BoNT A protease | CCHFV vOTU inh | BoNT F protease | PfHsp40 rescue | TcdB inh | Anthrax LF inh2
O=C(c1ccco1)N1N=C(C2CCCCC2)CC1(O)C(F)(F)F (configuration not stated) | 7.8 | -1.7 | -3.9 | -3.1 | 8.2 | -11.4 | -2.3 | 0.5 | 1.2
O=C(NCc1ccc2c(c1)OCO2)c1cc2ccccc2o1 | 1.6 | 0.3 | -3.1 | -2.8 | -5.8 | -22.8 | -1.0 | x | -10.3
COc1ccc2oc(C(=O)OCC(=O)NC(C)(C#N)C3CC3)c(C)c2c1 (configuration not stated) | -6.2 | -2.7 | -2.2 | u | -19.2 | u | -0.2 | 0.4 | u
COc1cc(/C=C2\SC(c3ccc(C)cc3)=NC2=O)cc(OC)c1O | -11.4 | 3.5 | -1.2 | 0.0 | 2.8 | -1.7 | 0.5 | -39.6 | -2.6
Cc1ccccc1OCC1CNC(=O)O1 (configuration not stated) | 3.2 | 0.4 | 2.4 | -0.2 | -9.3 | 0.0 | 0.5 | -0.3 | 1.8
CCN(CC)c1cc(C(F)(F)F)nc(-c2ccccn2)n1 | 0.4 | -2.5 | -0.9 | 1.7 | -7.8 | 12.4 | -1.7 | x | 7.4
O=C(Nc1nnc(C2CCCC2)s1)C1CCN(S(=O)(=O)c2ccc(Cl)cc2)CC1 | 2.5 | -1.8 | 0.5 | u | 1.2 | -14.2 | -1.5 | 1.2 | -4.0
Cc1cc[n+](-c2[nH]c(=O)sc2/C=N/N=C(\[O-])c2ccccc2)cc1 | -8.7 | -2.3 | -24.9 | x | -0.3 | x | 0.3 | 1.2 | x
COc1cccc(-c2ccc(SCc3ccccn3)nn2)c1 | 2.9 | -0.7 | -6.2 | -1.0 | -5.5 | -11.3 | -1.2 | 0.2 | -7.6
COc1ccc(OC)c(-c2csc(NC(=O)COC(=O)C3(C)CC3(Cl)Cl)n2)c1 (configuration not stated) | -15.9 | -3.9 | -0.6 | 0.1 | 2.6 | -12.5 | -0.1 | -0.2 | 2.7
Cc1c(CCC(=O)NC2CC2)c(=O)oc2c(C)c(O)ccc12 | -3.0 | -1.4 | x | -1.1 | x | -4.5 | -1.1 | x | -5.4
COC(=O)c1ccc(CCc2cc(O)ccc2O)cc1 | -7.9 | -3.0 | x | -0.6 | x | -9.1 | 2.4 | x | -6.4
O=C(O)c1ccc(Br)cn1 | 0.8 | -0.5 | 5.3 | 0.2 | -0.7 | -1.9 | 1.5 | 1.9 | 0.2
Cc1ccc(S(C)(=O)=O)cc1C(=O)Nc1ccc(S(=O)(=O)Nc2nccs2)cc1 | -8.4 | -2.8 | 4.2 | 0.2 | -3.9 | -4.0 | 0.7 | -0.3 | -5.2
Cc1cccc(NC(=O)NC2CCCCCCC2)c1C | 7.7 | -2.1 | 5.1 | -0.2 | 8.1 | 2.3 | -0.9 | -0.2 | -2.6
CC1CCCCN1C(=O)c1cc2c(=O)n3ccccc3nc2s1 (configuration not stated) | 24.0 | -1.5 | -20.7 | 1.6 | -69.9 | 2.0 | -1.3 | -3.9 | -2.7
Cc1ccc(-n2nc3c(N4CCC(C(=O)NCc5ccccc5C)CC4)nnc(C)c3c2C)cc1 | 21.8 | -4.2 | x | -3.8 | x | 9.8 | -0.2 | x | 0.9
O=C(O)CCC(=O)Nc1cccc(-c2csc(-c3ccccc3)n2)c1 | 12.5 | -4.7 | -3.6 | 0.3 | -6.5 | -3.6 | 1.2 | 1.2 | -5.1
Cn1c(SCC(=O)Nc2ccc(F)cc2F)nnc1-c1cccnc1 | -2.0 | -1.1 | 6.5 | -0.5 | -10.5 | -15.5 | -0.4 | -0.3 | -10.1
CC(CN1CCCCC1)OC(=O)c1ccccc1Cl (configuration not stated) | 1.0 | -2.9 | -3.3 | 0.5 | -0.6 | -2.0 | -0.8 | x | -0.9

Ordered by formula weight (ascending): 4 of the compounds above.
SMILES | Yp Topo-I inh | FadD28 binding | PrPC surface inh | BoNT A protease | CCHFV vOTU inh | BoNT F protease | PfHsp40 rescue | TcdB inh | Anthrax LF inh2
O=C(NCc1ccc2c(c1)OCO2)c1cc2ccccc2o1 | 1.6 | 0.3 | -3.1 | -2.8 | -5.8 | -22.8 | -1.0 | x | -10.3
CCN(CC)c1cc(C(F)(F)F)nc(-c2ccccn2)n1 | 0.4 | -2.5 | -0.9 | 1.7 | -7.8 | 12.4 | -1.7 | x | 7.4
Cc1c(CCC(=O)NC2CC2)c(=O)oc2c(C)c(O)ccc12 | -3.0 | -1.4 | x | -1.1 | x | -4.5 | -1.1 | x | -5.4
COc1ccc2oc(C(=O)OCC(=O)NC(C)(C#N)C3CC3)c(C)c2c1 (configuration not stated) | -6.2 | -2.7 | -2.2 | u | -19.2 | u | -0.2 | 0.4 | u

Other records follow.
SMILES | Yp Topo-I inh | FadD28 binding | PrPC surface inh | BoNT A protease | CCHFV vOTU inh | BoNT F protease | PfHsp40 rescue | TcdB inh | Anthrax LF inh2
COC(=O)C1=Nc2ccccc2/C1=C\c1c(O)n(C)c(=O)n(C)c1=O | -4.0 | -3.6 | -9.2 | -1.6 | -0.5 | -3.6 | x | 0.4 | -0.3
Cc1ccc(Cn2cc(CN(C)C3CN(Cc4cn(Cc5ccc(C)cc5)nn4)S(=O)(=O)C3)nn2)cc1 (configuration not stated) | x | x | 2.6 | -0.3 | 16.6 | -3.3 | x | 1.7 | 1.1
CCCN1CCC(=O)N(CCSc2ccccc2)CC1 | 4.5 | -1.2 | -2.1 | -0.5 | 3.8 | -3.2 | -0.8 | 0.9 | -3.1
Cc1ccccc1NC(=O)Cc1nc(COC(=O)c2ncc(Cl)c(Cl)c2Cl)cs1 | 14.2 | -1.2 | -0.3 | -3.0 | -2.4 | -2.3 | 0.5 | 1.0 | -2.2
O=C(NCCCN1CCCC1=O)c1cccc(N2CCCC2=O)c1 | 7.8 | 0.7 | -6.0 | -0.3 | -0.5 | 6.9 | 1.1 | x | -0.1
O=C(Nn1cnnc1)c1ccccc1-c1ccccc1 | -0.6 | -1.8 | -1.2 | -1.5 | 3.6 | -8.2 | -0.7 | x | 1.7
COCCN(C(=O)COC(=O)c1ccc2c(c1)OCCO2)c1c(N)n(Cc2ccccc2)c(=O)[nH]c1=O | -10.8 | x | -0.3 | 2.4 | -3.7 | 10.3 | 0.2 | 1.1 | -2.6
CN(C)c1ccc(C=C2C(=O)OC(C)(C)OC2=O)cc1 | -1.9 | -2.8 | 3.3 | -0.7 | 16.4 | -2.0 | -1.7 | -0.7 | -1.1
O=C(NCCc1c[nH]c2ccccc12)C1CCN(Cc2ccc(Br)cc2)CC1 | -8.9 | 0.2 | 3.0 | -0.8 | -0.5 | -27.7 | 1.9 | 1.0 | -12.0
O=C(Nc1ccccc1Sc1ccccc1)c1ccc(F)cc1 | 22.7 | -2.2 | -4.4 | 0.2 | 8.3 | -2.0 | -2.1 | x | -1.6
CC1(C)CC(=O)C=C(NCc2cccc(C(F)(F)F)c2)C1 | 5.3 | -1.9 | -7.0 | -10.7 | -16.7 | u | -1.4 | 0.6 | 3.2
CCC(C)NCCOCCOc1ccc(Br)cc1C (configuration not stated) | 2.6 | -1.0 | 0.9 | -0.3 | -7.5 | -8.2 | -0.2 | -0.1 | -1.1
COc1ccc(N(C(=O)c2snc(C(N)=O)c2N)C(C(=O)NC2CCCC2)c2ccc(F)cc2)c(OC)c1 (configuration not stated) | 22.5 | 0.3 | -0.5 | 0.2 | 1.6 | -6.6 | -2.0 | -4.4 | -18.1
C=CCN(c1ccccc1)S(=O)(=O)c1ccc2c(c1)NC(=O)C(C)S2 (configuration not stated) | 18.5 | -2.7 | 11.0 | -2.6 | 9.2 | -6.1 | 1.0 | 2.0 | -1.5
Cc1ccc(C2CC(c3cccs3)=NN2C(=O)c2ccc(Br)o2)cc1 (configuration not stated) | 26.7 | -5.1 | 8.8 | 0.7 | 10.4 | 2.4 | 7.4 | x | 0.4
COC(=O)c1sc(N2C(=O)C(O)=C(C(=O)c3ccc(C)o3)C2c2ccc([N+](=O)[O-])cc2)nc1C (configuration not stated) | 25.5 | -7.9 | -3.8 | 0.1 | 31.4* | 2.0 | -2.0 | 1.1 | 3.6
COc1ccc(/C=C(\C#N)C(=O)Nc2cc(S(=O)(=O)N3CCCCC3)ccc2N2CCCCC2)cc1 | 4.6 | -0.7 | 0.1 | 1.3 | -10.9 | 28.6 | -1.4 | x | 7.5
CCc1ccc([C@@H]2CC=C(C(=O)O)[C@H](c3ccccc3F)N2S(=O)(=O)c2ccc(C)cc2)cc1 | 14.1 | -3.9 | -1.9 | 0.0 | 10.6 | -10.5 | 1.4 | -1.3 | -6.1
CC(C)(C)OC(=O)N1CCN(C(=O)c2[nH]c(C(F)(F)F)nc2-c2ccccc2)CC1 | x | 2.1 | -0.1 | 0.1 | 7.6 | 3.1 | x | 1.3 | -5.8
Cc1ccc(-c2nnc(SCC(=O)NC3CCS(=O)(=O)C3)nc2-c2ccc(C)cc2)cc1 (configuration not stated) | -9.6 | -1.0 | -4.8 | 0.8 | 2.8 | 1.6 | -0.8 | 2.1 | -2.4
COc1ccc(NC(=O)CN2CCN(S(=O)(=O)c3cccs3)CC2)cc1Cl | 1.6 | -3.7 | 8.2 | -0.5 | 3.5 | 3.7 | -0.2 | 0.8 | -3.6
CCOc1ccc(NC(=O)CN(C)C(=O)c2cccnc2Sc2ccc(C)c(C)c2)cc1OCC | 37.3 | -2.3 | 9.1 | 8.9 | -1.6 | 28.3 | 1.4 | 1.1 | 4.7
CCOc1ccc(NC(=O)CN2CCN(CC(=O)Nc3ccc(F)c(F)c3)CC2)cc1 | -0.2 | -1.2 | -10.6 | -0.1 | 0.1 | -0.8 | -0.9 | x | -3.0
CC(C)N(C(=O)Cn1cc(S(=O)(=O)CC(=O)NCc2ccccc2)c2ccccc21)C(C)C | 21.7 | -0.5 | -5.6 | 0.4 | 10.9 | -6.7 | -0.2 | 0.5 | -5.0
Cc1cccc(N2CCN(S(=O)(=O)c3ccc4c(c3)NC(=O)CO4)CC2)c1C | 33.0 | 0.6 | 3.7 | 1.4 | 14.4 | 3.2 | 0.8 | 1.2 | 0.7
Cc1c(Nc2nc(-c3cccc([N+](=O)[O-])c3)cs2)c(=O)n(-c2ccccc2)n1C | 22.6 | 0.2 | -15.1 | -1.3 | 3.2 | -5.0 | -0.8 | 1.2 | -6.1
COc1ccc(/C=C/C(=O)CCC(=O)O)cc1 | -6.3 | 0.8 | -0.3 | -0.1 | -6.1 | -4.4 | 0.1 | 1.0 | 0.9
COc1ccc(-c2nnc(SCC(=O)N(C)C3CCS(=O)(=O)C3)n2N)cc1OC (configuration not stated) | 8.2 | -2.4 | -2.5 | -1.1 | 4.4 | -4.1 | 0.1 | -0.4 | -1.4
O=C1c2ccccc2NC2CCCCC12 (configuration not stated) | 0.7 | -1.4 | 6.6 | -0.1 | 3.9 | -4.4 | -0.9 | 0.3 | -4.4
Cc1cc(C)c(NC(=O)COC(=O)CSc2ccc(Br)cc2C)c(C)c1 | 33.3 | -1.8 | 2.9 | -1.0 | 5.2 | -6.7 | 1.6 | x | 1.6
O=C(NCCC1=CCCCC1)c1ccc(Br)o1 | -4.5 | 0.7 | 4.2 | 1.6 | 3.0 | 7.3 | -1.8 | x | -0.4
NC(=O)COc1ccc(-c2noc(COc3ccccc3[N+](=O)[O-])n2)cc1 | 0.0 | -4.0 | -4.3 | 0.2 | 15.8 | -3.5 | -0.8 | 0.0 | -4.8
COCOCCn1cc(CN2CCS(=O)(=O)N(Cc3ccc(-c4ccncc4)cc3)C(C(C)C)C2=O)nn1 (configuration not stated) | 7.6 | -3.8 | 9.6 | -0.3 | 1.2 | -3.1 | x | -2.2 | 2.9
C/C(=N\NC(=O)CSc1nc2ccccc2o1)c1ccc(O)cc1 | 2.1 | -4.2 | 3.9 | -0.3 | 15.0 | -7.1 | 0.1 | 2.7 | -7.7
Cc1nn(C)c(Oc2ccccc2)c1CCNS(=O)(=O)c1ccc(F)cc1 | 4.9 | -1.4 | 5.7 | -1.5 | -11.7 | 4.1 | 1.9 | x | 0.0
O=C(NN=Cc1ccc2c(c1)OCO2)C1CC1 | -3.9 | -0.6 | 9.3 | -0.1 | 10.8 | 6.3 | -0.7 | -0.2 | 3.0
